Mito fusion yeast – blocks mitochondrial division or promotes mitochondrial fusion | AID 485298 | Potency, µM (series often up to 46.1 µM), without a hit: at the top dose growth rescue (activation), actives largely listed as activators | S. cerevisiae fusion-defective mutant growth rescue, CellTiterGlo 48 h | 320,000 tested, 0.23% active;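 note: potency is the fitted concentration of half-maximal effect; % of control where 0% means no effect; nearly all actives have a fitted effect of over 45% in size; temperature-sensitive fusion mutants such as fzo1-1 at 37 °C on non-fermentable ethanol glycerol medium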
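Luminescent cell viability in 1536-well qHTS format served as the measure of rescued growth in ts fusion-mutant S. cerevisiae cultured on non-fermentable YPEG for 48 hours at 37C.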
TSHR antag – human thyrotropin receptor antagonism | P16473 | TSHR-expressing cells, TSH-stimulated cAMP HTRF, 2 h; stronger effect = lower value | activity change, negative = inhibition, % at 11.5 µM | 330,000 tested, 0.2% active | AID 504810;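 active = activity change below a set negative limit, meaning inhibition stronger than a set level, cut at about -70% in these data; inconclusive = activity change between two set negative limits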; note: % is set by controls: 0 for no effect and ±100 for the full control effect
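Competitive HTRF cAMP read-out (cryptate anti-cAMP antibody, cAMP-d2; 30 min, room temperature) in freshly harvested TSHR cells. Compounds added before TSH at EC80 (4nM final), followed by 2 hours' incubation at 37 deg C.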
KCNH2 3.1 inh – KCNH2 3.1 (human) potassium channel inhibition; U2OS KCNH2 3.1, thallium flux FluxOr; stronger effect = lower value; activity change, % (tested at about 1.8 µM); 340,000 tested, 0.95% active;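 active = maximum activity change below -70%; inconclusive = maximum activity change from -70% to -50%; inactive = maximum activity change above -50%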;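 note: thallium influx rate constant from kinetic fluorescence after stimulation buffer; % is set by controls: 0 for no effect and ±100 for the full control effect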
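Kinetic fluorescence (2 min after stimulation buffer) measures Tl+ influx through KCNH2 3.1 expressed by viral transduction in U2OS cells; the rate constant is normalized against DMSO controls serving as positive and negative references.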
TRPV1 agonist – agonists of human vanilloid receptor 1 (TRPV1); Q8NER1; TRPV1-expressing cells, Fluo-8 calcium influx, agonist mode; activation, % at 8.33 µM; 320,000 tested, 0.19% active; AID 540275; in the data active = activation above about 80%; inconclusive = between about 30% and that limit; note: 0% is about no effect
Target sequence (Q8NER1 whole entry, looked up): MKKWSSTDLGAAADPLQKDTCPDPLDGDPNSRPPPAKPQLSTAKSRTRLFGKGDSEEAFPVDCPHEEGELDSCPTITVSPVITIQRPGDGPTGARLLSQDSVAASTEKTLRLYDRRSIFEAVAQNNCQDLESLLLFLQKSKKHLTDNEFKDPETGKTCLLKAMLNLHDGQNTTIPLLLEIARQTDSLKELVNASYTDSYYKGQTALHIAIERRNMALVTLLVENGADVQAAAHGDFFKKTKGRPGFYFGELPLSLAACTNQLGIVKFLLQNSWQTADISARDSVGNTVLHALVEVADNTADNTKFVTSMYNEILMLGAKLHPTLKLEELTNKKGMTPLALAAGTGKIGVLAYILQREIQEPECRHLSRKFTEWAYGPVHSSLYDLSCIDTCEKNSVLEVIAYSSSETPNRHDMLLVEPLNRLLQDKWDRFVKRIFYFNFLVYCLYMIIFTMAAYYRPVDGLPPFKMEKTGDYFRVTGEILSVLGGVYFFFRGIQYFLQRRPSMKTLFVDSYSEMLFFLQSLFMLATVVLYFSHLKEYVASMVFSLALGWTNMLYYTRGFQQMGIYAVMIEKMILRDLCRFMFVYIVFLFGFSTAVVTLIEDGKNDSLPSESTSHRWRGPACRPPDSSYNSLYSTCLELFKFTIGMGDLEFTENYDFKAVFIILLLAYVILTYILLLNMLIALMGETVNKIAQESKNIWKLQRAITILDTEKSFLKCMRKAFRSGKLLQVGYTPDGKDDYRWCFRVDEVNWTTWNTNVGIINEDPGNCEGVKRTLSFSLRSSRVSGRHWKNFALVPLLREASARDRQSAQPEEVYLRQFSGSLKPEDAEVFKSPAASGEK
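Fluo-8 calcium influx in TRPV1-expressing cells, kinetic read (ex 480/em 520 nm). Compound added and read 3 min for agonist activity, followed by capsaicin at EC20 final and 2 min further read for enhancement.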
KCNH2 WT inh – KCNH2 (human, wildtype) channel inhibition. Q12809. U2OS, BacMam KCNH2, thallium flux FluxOr; stronger effect = lower value. activity change, % at 1.84 µM. 340,000 tested, 0.37% active. AID 720551;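 active = maximum activity change below -70%; inconclusive = maximum activity change between -70% and -50%; inactive = maximum activity change above -50%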; note: % is set by controls: 0 for no effect and ±100 for the full control effect
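U2OS cells transduced with wild-type KCNH2 virus are loaded with FluxOr dye for 45 min, and thallium flux is measured in kinetic reads before and after stimulation buffer. Rate constants are normalized to DMSO controls.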
USP2a inh – blocks human ubiquitin-specific protease USP2a | O75604 | USP2 core, Ub-CHOP2 coupled fluorogenic reporter, 485/531 | Potency, µM (titrated, usually from 38.3 µM), without a hit: top-dose activity change, negative = inhibition, actives largely listed as inhibitors | AID 463254 | 330,000 tested, 0.01% active;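 note: potency is the fitted concentration of half-maximal effect; plate controls were DMSO wells for no effect and full inhibition by NEM control for full effect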
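Deubiquitinase activity read as fluorescence (485/531 nm) after Ub-CHOP2 cleavage activates the enterokinase reporter on its substrate; USP2 core 10nM, Ub-CHOP2 and substrate 25nM each, 30min compound preincubation then 60min RT; data normalized to NEM, curves fitted.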
ELG1 repair inh – blocks ELG1-dependent DNA repair in HEK293T cells | 330,000 tested, 2.3% active | HEK293T ELG1-luciferase reporter, luminescence, 16 h; DNA damage induced by 5-fluorouridine | Potency, µM (doses to about 46.1 µM), inactives show at the top dose activity change, negative = inhibition, usual class: inhibitors; note: potency is the fitted concentration of half-maximal effect; % is set by controls: 0 for no effect and ±100 for the full control effect; nearly all actives have a fitted effect of over 55% in size
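HEK293T cells expressing luciferase-tagged ELG1 (2,000/well) received 5-Fluorouridine plus compound or DMSO for 16 hr at 37 °C. Luciferase was read by ONE-Glo luminescence after 30 min at room temperature.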
Eya2 inh – blocks the phosphatase activity of human Eya2; Potency, µM (highest dose often 76.9 µM), without a hit: at the top dose activity, negative = inhibition, usual class: inhibitors; recombinant Eya2, OMFP fluorescence dephosphorylation (OMFP is methylfluorescein phosphate); 330,000 tested, 0.006% active; note: potency is the fitted concentration of half-maximal effect; % is set by controls: 0 for no effect and ±100 for the full control effect
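Eya2 protein (added as 0.2 uM solution) was preincubated with compound for 10 min at ambient temperature in 50 mM HEPES pH 7.5, 50 mM NaCl, 5 uM MgCl2, 0.05% BSA, 1 mM DTT. OMFP (added at 50 uM) then reacted 10 min; fluorescence read at 485/525 nm.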
TCR act – T cell receptor activation. 330,000 tested, under 10 active. Potency, µM (doses to about 9.22 µM), inactives show top-dose activation of IL-2 secretion, actives largely listed as activators. primary human leukocytes, anti-CD3, IL-2 HTRF, 48 h. AID 504894; note: % of control where 0% means no effect
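Primary human leukocytes receive a-CD3 beads and test compound and are incubated 48 hr. Secreted IL-2 is then assayed by HTRF, measuring 665nm acceptor emission after 320nm excitation of the europium donor.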
AT treatment – potential ataxia-telangiectasia treatment; […] A-T fibroblasts, KAP-1 phosphorylation AlphaLISA; neocarzinostatin DNA damage 30 min before lysis; Potency, µM (series often up to 57.5 µM), for the others: top-dose activation, hits mostly activators; 320,000 tested, 0.19% active; note: potency is the fitted concentration of half-maximal effect; % of control where 0% means no effect; nearly all actives have a fitted effect of over 45% in size
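ATM-like activity read as KAP-1 phosphorylation via AlphaLISA donor/acceptor antibody pairs after lysis and 6 hr at 25C. Cells were ATM-null patient fibroblasts ([…], hTERT), dosed 60 min, then exposed to the DSB inducer NCS for 30 min.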
An asterisk follows results filed as active; ? = inconclusive; . = no result given; [ ] = dose if it differs, or a comment. Unless noted, calls come from the whole dose curve; as a rule, active = well fitted curve in the direction sought with a large enough effect; inconclusive = small, poorly fitted or top-dose-only effect, or another doubt; inactive = no such curve, though single readings can be large; an effect the other way counts as inactive or inconclusive. An excerpt; rates above refer to the full screens.

Every second line gives: USP2a inh, TRPV1 agonist, TCR act, Mito fusion yeast, Eya2 inh, KCNH2 3.1 inh, TSHR antag, AT treatment, ELG1 repair inh, KCNH2 WT inh
- Cc1ccn2c(=O)nc(SCC(=O)c3ccccc3)nc2c1
 : 0%, -4, 4%, 0%, -4%, 7, -1, 4%, ?, 17
- COc1cccc(/C=C/c2ccncc2)c1OC
 : 3%, 7, 1%, -1%, -18%, 2, -8, -2%, ?, 2
- NC(=O)c1ccc(NC(=O)CN2CCN(c3ccccc3)CC2)cc1
 : 0%, -1, ., 2%, 0%, 11, 10, 0%, -9%, -9
- O=C(NCCCN1CCOCC1)c1ccccc1N1C(=O)[C@@H]2Cc3c([nH]c4ccccc34)C(c3ccc(F)cc3)N2C1=O (some centres not stated)
 : 2%, 1, -5%, 2%, -2%, -82*, -1, 1%, ?, -43
- COc1ccc(S(=O)(=O)Nc2ccc3c(c2)OCO3)cc1C(=O)O
 : 8%, -3, -4%, 0%, 16%, -4, 16, ., 9%, 13
- Cc1cc(C)n(C(=O)CNC(=O)C(c2ccccc2)c2ccccc2)n1
 : 1%, 2, 1%[46.1 µM], 1%, 1%, -25, -15, ., 8%, 0
- CCC(CNC(=O)c1c(C)nn(-c2ccccc2)c1Cl)c1ccccc1 (configuration not stated)
 : 0%, 27, 3%, -12%, -12%, -7, -6, 3%, 19%, -4
- Cc1ccc(NC(=S)NC2CC3CCC(C2)N3Cc2ccco2)cc1C (configuration not stated)
 : 0%, -4, -6%, 4%, 23%, -7, 4, 2%, 3%, 11
- COc1cccc(CCc2nnc(CCC(=O)NC(C)Cc3cccs3)o2)c1 (configuration not stated)
 : 0%, 3, -2%, 0%, -19%, 7, -3, -5%, 27%, -4
- O=C(CC(=O)N/N=C/c1c(Cl)cccc1Cl)NCc1cccnc1
 : 0%, 1, -1%, -3%, -1%, ., 4, 12%, -13%, 14
- COc1ccccc1C(=O)COC(=O)c1nc(Cl)ccc1Cl
 : 1%, 1, -5%, -4%, 5%, -9, -5, -1%, 8%, 2
- COc1ccc(C2(CNC(=O)C(=O)Nc3ccc(C)cc3)CCOCC2)cc1
 : 3%, 1, 4%, -6%, -5%, -4, -8, 2%[11.5 µM], 5%, 3
- O=C(COC(=O)CCCOc1ccccc1)NNC(=O)c1ccc([N+](=O)[O-])cc1
 : 0%, -1, 1%, -2%, 4%, 9, -5, 5%, -11%, 11
- CC(=O)CSc1nnc(CSc2ncccn2)n1C1CCCCC1
 : -6%, -1, ., 3%, 0%, 2, -8, -3%, 1%, 14
- CC(C)CN(C(=O)c1ccc(S(=O)(=O)N2CCOCC2)cc1)C1CCS(=O)(=O)C1 (configuration not stated)
 : 1%, -1, 1%, -10%, 8%, -10, 3, 3%, 16%, -2
- CCOC(=O)C1=C(COC(=O)C(CC)Oc2ccccc2)NC(=O)NC1C (configuration not stated)
 : 0%, -8, -1%, 17%, 11%, 11, 7, 5%, 7%, -8
- CCOC(=O)C1=C(O)/C(=C\c2cccc(OC)c2)N=C1C
 : 1%, ., ., -11%, 3%, -3, -15, 0%, 6%, -16
- CC(=O)OCC1CCCC2=C(C)C(=O)CCC21COC(C)=O (configuration not stated)
 : 2%, 0, 2%[46.1 µM], -4%, 7%, -3, 3, 11%, 0%, 22
- COc1ccc(C(=O)NCCSCc2ccccc2Cl)cc1OC
 : 0%, 20, -7%, -5%, -5%, -13, -5, -10%, -15%, -5
- N#CC1=C(N)Oc2c(ccc3cccnc23)C1c1ccccc1 (configuration not stated)
 : 1%, 5, 2%, 6%, -1%, -11, -10, -2%, 13µM*, -6
- CCCn1c(SCc2ccccn2)nc2c1c(=O)n(C)c(=O)n2C
 : 4%, 4, -2%, -4%, 3%, 5, -5, 1%, 0%, 4
- CN=C(Nc1cc(C)nn1CCC#N)c1ccc(F)cc1
 : 5%, -1, 3%, 0%, -10%[15.4 µM], 5, -1, 10%, -3%, -22
- CCc1ccccc1NC(=O)CN1CCN(C(=O)CNC(=O)Cc2cccc3ccccc23)CC1
 : 1%, -1, 2%, 3%, -6%, -7, -42, -2%, ?, 4
- Cc1ccc(S(=O)(=O)NNc2nnc(C)c(=O)[nH]2)cc1
 : 6%, -1, 2%, -1%, -10%, -15, -4, 3%, 2%, 1
- CC(=O)N1CCN(c2ccc(NC(=O)c3ccc(Cl)cc3)cc2)CC1
 : 1%, 3, -1%, 0%, 2%, 2, -14, 0%, -2%, 7
- Cc1ccc(C(=O)OCC(=O)c2ccc(CC(=O)N3CCOCC3)s2)cc1C
 : -1%, 3, 6%, 1%, -4%, 14, 21, -1%, -7%, 2
- CCN(C(=O)COC(=O)/C=C/c1c(C)nn(Cc2ccc(C)cc2)c1C)C1CCS(=O)(=O)C1 (configuration not stated)
 : 0%, -1, -2%, 7%, -3%, 18, -10, 1%, -15%, 4
- CCN(CCCNC(=O)CCCCn1c(=O)[nH]c2ccccc2c1=O)c1ccccc1
 : -2%, 0, -4%, 0%, -9%, -7, -7, 9%, 7%, 0
- COc1cccc(CNn2cnnc2)c1O
 : 0%, 3, 8%, 2%, 9%, 6, 5, 3%, 0%, -4
- CCN1CCN(CC(=O)Nc2c(C(=O)OC)[nH]c3cccc(Cl)c23)CC1
 : 3%, -2, ., 5%, 19%, ., -2, 6%, 12%, .

Brought forward from above: three compounds; new compounds follow.
Every second line gives: USP2a inh, TRPV1 agonist, TCR act, Mito fusion yeast, Eya2 inh, KCNH2 3.1 inh, TSHR antag, AT treatment, ELG1 repair inh, KCNH2 WT inh
- CCN(CCCNC(=O)CCCCn1c(=O)[nH]c2ccccc2c1=O)c1ccccc1
 : -2%, 0, -4%, 0%, -9%, -7, -7, 9%, 7%, 0
- COc1cccc(CNn2cnnc2)c1O
 : 0%, 3, 8%, 2%, 9%, 6, 5, 3%, 0%, -4
- CCN1CCN(CC(=O)Nc2c(C(=O)OC)[nH]c3cccc(Cl)c23)CC1
 : 3%, -2, ., 5%, 19%, ., -2, 6%, 12%, .
- C=C(C)CN1C(=O)C2(OCCO2)c2ccccc21
 : -1%, -3, -5%, 6%, -18%, 21, 18, -3%, 12%, 4
- CCCC(C)C(=O)Nc1nc(C)c(-c2csc(Nc3cc(Cl)ccc3C)n2)s1 (configuration not stated)
 : 0%, 0, -6%, 2%, -2%, -14, 6, 1%, -15%, -20
- Cc1cccc(C)c1NC(=O)COC(=O)c1nonc1N
 : 1%, -1, 2%, 3%, -18%, -7, 2, 7%, 7%, 0
- COc1ccccc1CN1CCNC(=O)C1CC(=O)NCCOc1cccnc1 (configuration not stated)
 : 1%, 2, ., 0%, -7%, 2, -2, 1%, 4%, -13
- O=C(COc1ccc(-n2cnnn2)cc1)Nc1ccccc1OC(F)F
 : 1%, 1, 2%, -3%, 21%, 20, -16, 1%, 24%, 9
- CCCc1cc(=O)oc2c(CN3CCN(C)CC3)c(O)c(Cl)cc12
 : -1%, 1, 5%, 5%, 10%, -4, -2, 19%, 2%, -2
- CC1CC(C)CN(C(=O)Cn2c(SCC(=O)N3CCc4ccccc4C3)nc3ccccc32)C1 (configuration not stated)
 : 2%, 26, -5%[46.1 µM], 0%, -17%, 5, -1, 1%, ?, -2
- COc1cccc(N2CC(NC(=O)C(=O)c3c(C)[nH]c4ccccc34)CC2=O)c1 (configuration not stated)
 : 1%, 0, 0%, -12%, 9%, -24, 19, -9%, -15%, -8
- CCCOc1cccc(-c2nc3ccccc3c(=O)o2)c1
 : 1%, 0, 1%, 4%, 3%, -22, -18, -3%, ?, -3
- CC(=O)COc1ncnc2c(Cl)cc(Cl)cc12
 : 1%, -2, -9%, -8%, -1%, 0, 5, -15%, 17%, -5
- O=C(CSc1cnc2ccccc2n1)NC1CCCC1
 : -2%, -2, -3%, -1%, 6%, -1, 0, 3%, 0%, -12
- CCOC(=O)c1ccc(COC(=O)CNS(=O)(=O)c2ccccc2)cc1
 : 0%, 0, -1%, -4%, 9%, 25, -3, 6%, 4%, .
- O=C1Nc2ccccc2C12OCCO2
 : -1%, -1, ., -2%, 16%, 2, -9, 2%, 4%, -37
- CCOc1ccc(Nc2nc(N3CCOCC3)nc(N3CCOCC3)n2)cc1
 : 1%, -1, 2%, -10%, 5%, 12, 39, -17%, ?, -2
- Cc1ccc(NC(=O)CCC(=O)NNC(=O)COc2cccc3ccccc23)c(C)c1
 : -1%, -1, 0%, -2%, -4%, 5, -5, -9%, 9%, -3
- O=C(Nc1ccc(CSc2ccccc2)cc1)c1ccccc1
 : 14%, -1, -2%, 2%, 7%, -2, -7, 2%, -1%, -2
- Cc1ccsc1/C=N/NC(=O)c1cccc(S(=O)(=O)Nc2ccccc2Cl)c1
 : 2%, -4, 12%[46.1 µM], -2%, -7%, -9, -14, -4%, 2%, -8
- O=C(COC(=O)c1ccc(-c2cnc3ccccc3n2)cc1)c1ccccc1
 : 1%, 3, 1%[46.1 µM], 6%, 0%, -7, 19, 4%, ?, -4
